Source: PubChem BioAssay
MBNL1 CUG block = inhibitors of human MBNL1 binding to CUG repeat RNA; hit rate 0.036% among 280,000; AID 2675; Q9NR56; Potency, µM (series often up to 57.5 µM), inactives show at the top dose activity change, negative = inhibition, usual class: inhibitors; TR-FRET MBNL1-His/biotin-(CUG)12 binding, 665/545 ratio; active = well fitted inhibition curve with a large enough effect in the signal ratio, with a control signal flat, not every such curve was filed as active; inconclusive = small, poorly fitted or top-dose-only effect, or effect the other way, or a change in a side signal; inactive = no such curve, though single readings can be large or run the other way; the % refers to the signal ratio; note: potency is the fitted concentration of half-maximal effect; % is set by controls: 0 for no effect and ±100 for the full control effect
Target sequence (Q9NR56 whole entry, looked up): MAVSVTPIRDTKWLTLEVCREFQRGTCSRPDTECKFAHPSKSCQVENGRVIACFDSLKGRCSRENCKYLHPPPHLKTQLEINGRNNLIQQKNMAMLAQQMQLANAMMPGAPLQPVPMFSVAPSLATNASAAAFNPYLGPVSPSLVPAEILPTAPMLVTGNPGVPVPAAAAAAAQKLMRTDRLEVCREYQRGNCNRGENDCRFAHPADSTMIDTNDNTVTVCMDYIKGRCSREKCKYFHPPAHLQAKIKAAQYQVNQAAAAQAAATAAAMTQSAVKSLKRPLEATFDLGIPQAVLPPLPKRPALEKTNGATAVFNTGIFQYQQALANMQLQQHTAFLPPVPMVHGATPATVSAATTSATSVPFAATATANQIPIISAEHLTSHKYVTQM
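MBNL1-His + Biotin-(CUG)12, cpd titration 92 nM–58 uM; Tb anti-His Ab 0.055 ng/ul, SA-XL665 5 nM (final); 60 min RT; ratiometric 665/545 nm, Ex 340 nm; normalized to buffer and full-complex controls.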
TSHR antag = human thyrotropin receptor antagonism. TSHR-expressing cells, TSH-stimulated cAMP HTRF, 2 h; active compounds read low. P16473. activity change, negative = inhibition, % at 11.5 µM. hit rate 0.2% among 330,000;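 active = activity change below a set negative limit, meaning inhibition stronger than a set level, cut at about -70% in these data; inconclusive = activity change between two set negative limits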; note: % is set by controls: 0 for no effect and ±100 for the full control effect
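TSHR-expressing cells, 200/well, pre-treated with compound, then stimulated with EC80 TSH (4nM final) for 2 hours at 37 deg C. cAMP measured by competitive HTRF: anti-cAMP cryptate antibody in lysis buffer plus cAMP-d2, read after 30 minutes at room temperature.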
TSG101-PTAP inh = blocks PTAP/TSG101 interaction to inhibit HIV-1 budding | Fluorescence polarization, FITC-PTAP peptide / Tsg101 binding | Potency, µM (doses to about 115 µM), for inactives: at the top dose activity change, negative = inhibition, actives largely listed as inhibitors | 340,000 tested, under 10 active; active = well fitted inhibition curve with a large enough effect in the main read-out, with a control signal flat, not every such curve was filed as active; inconclusive = small, poorly fitted or top-dose-only effect, or effect the other way, or a change in a side signal; inactive = no such curve, though single readings can be large or run the other way; note: potency is the fitted concentration of half-maximal effect; % of control where 0% means no effect
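Compounds were pin-transferred onto Tsg101 binding domain (10 uM final) in HEPES pH 7.5 buffer, then FITC-PTAP peptide was added at 50 nM final. After 20 min at RT, polarization reported peptide displacement across a qHTS concentration series.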
S-ASM inh = inhibitors of human secretory acid sphingomyelinase; placental ASM, HMU-PC fluorogenic substrate, 60 min; AID 504937; hit rate 0.006% among 340,000; Potency, µM (titrated, usually from 57.5 µM), for the others: top-dose activity change, negative = inhibition, actives largely listed as inhibitors; note: potency is the fitted concentration of half-maximal effect
Target sequence (P17405 47-631 limits assumed): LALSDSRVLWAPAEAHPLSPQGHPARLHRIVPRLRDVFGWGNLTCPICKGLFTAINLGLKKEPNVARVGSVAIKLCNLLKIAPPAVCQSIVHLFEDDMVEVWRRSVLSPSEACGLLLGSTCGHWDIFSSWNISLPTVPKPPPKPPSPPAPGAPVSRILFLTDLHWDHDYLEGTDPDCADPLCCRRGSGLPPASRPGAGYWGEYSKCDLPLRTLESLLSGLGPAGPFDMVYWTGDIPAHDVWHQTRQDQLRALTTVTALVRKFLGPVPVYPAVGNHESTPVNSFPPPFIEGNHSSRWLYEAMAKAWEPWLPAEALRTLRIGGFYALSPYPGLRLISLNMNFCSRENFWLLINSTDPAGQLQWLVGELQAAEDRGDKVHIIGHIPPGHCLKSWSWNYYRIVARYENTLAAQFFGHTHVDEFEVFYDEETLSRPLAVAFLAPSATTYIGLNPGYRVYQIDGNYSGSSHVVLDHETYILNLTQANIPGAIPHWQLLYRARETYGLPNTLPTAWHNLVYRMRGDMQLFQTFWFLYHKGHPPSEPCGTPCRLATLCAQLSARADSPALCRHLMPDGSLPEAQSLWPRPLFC
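Fluorogenic HMU-PC substrate (9 uM final) is turned over by placental ASM in 60 min at 37 C after a 10 min compound preincubation. Reaction ended by alkaline stop (pH 10), with fluorescence read at 386/447 nm.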
CXXC DNA block = blocks binding of human MLL CXXC domain to DNA; Q03164; MLL-CXXC / FITC-HOXA9 DNA fluorescence polarization; Potency, µM (doses to about 115 µM), for inactives: at the highest dose activity change, negative = inhibition, usual class: inhibitors; hit rate 0.037% among 290,000; AID 2662; active = well fitted inhibition curve with a large enough effect in the polarisation, with a control signal flat, not every such curve was filed as active; inconclusive = small, poorly fitted or top-dose-only effect, or effect the other way, or a change in a side signal; inactive = no such curve, though single readings can be large or run the other way; the % refers to the polarisation; note: potency is the fitted concentration of half-maximal effect
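Purified MLL-CXXC (added from a 7 uM solution) was preincubated 5 min at ambient with pinned compounds in 50 mM Tris-HCl pH 7.5, 50 mM NaCl, 1 mM DTT, 0.05% BSA. Fluorescein-labeled HOX-A9 DNA (50 nM solution) followed, 30 min, then polarization read.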
Integrin act MD = integrin-mediated muscular dystrophy alleviation activation. alpha7betagal myoblasts, beta-gal FDG fluorescence, 48 h. hit rate 0.064% among 350,000. Potency, µM (titrated, usually from 38.3 µM), inactives show at the highest dose activation, hits mostly activators. AID 624291;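 note: potency is the fitted concentration of half-maximal effect; 100% = response of the positive control SU9516; nearly all actives have a fitted effect of over 60% in size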
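alpha7betagal+/- myoblasts (passage 13, 250/well) treated 48 h at 37C with compounds at 1:260 dilution of DMSO stock. Lysed, then beta-galactosidase activity read as FDG fluorescence (ex 480/em 540) after 30 min, with pre-read for autofluorescence.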
TCR act = activates T cell receptor signaling. primary human leukocytes, anti-CD3, IL-2 HTRF, 48 h. Potency, µM (top dose mostly 9.22 µM), for inactives: top-dose activation of IL-2 secretion, hits mostly activators. AID 504894. 330,000 tested, under 10 active; note: % of control where 0% means no effect
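Primary human leukocytes incubated 48 hr with anti-CD3 beads plus compound, without co-stimulation. Secreted IL-2 measured by HTRF (europium cryptate/d2 anti-IL-2 pair, 320 nm excitation, 665 nm emission).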
Menin MLL FP TR = menin-MLL binding inhibition, Texas Red mutant peptide. O00255. Menin + Texas Red MLL mutant peptide, fluorescence polarization. Potency, µM (titrated, usually from 61.6 µM), without a hit: at the highest dose FP activity change, negative = inhibition, usual class: inhibitors. hit rate 0.23% among 270,000. AID 1768; active = well fitted inhibition curve with a large enough effect in the polarisation, with a control signal flat, not every such curve was filed as active; inconclusive = small, poorly fitted or top-dose-only effect, or effect the other way, or a change in a side signal; inactive = no such curve, though single readings can be large or run the other way; the % refers to the polarisation; note: potency is the fitted concentration of half-maximal effect; % of control where 0% means no effect; many of its hits are not listed in these tables
Mito fusion act = blocks mitochondrial division or promotes mitochondrial fusion; Potency, µM (top dose mostly 46.1 µM), inactives show top-dose growth rescue (activation), most hits filed as activators; S. cerevisiae fusion-defective mutant growth rescue, CellTiterGlo 48 h; AID 485298; hit rate 0.23% among 320,000;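 note: potency is the fitted concentration of half-maximal effect; % of control where 0% means no effect; nearly all actives have a fitted effect of over 45% in size; temperature-sensitive fusion mutants such as fzo1-1 at 37 °C on non-fermentable ethanol glycerol medium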
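Yeast fusion mutant, YPEG (non-fermentable carbon), compound, 48 h at 37C non-permissive; CellTiterGlo added, 10 min RT, luminescence read. Rescued growth = division inhibition.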
AT treatment = potential ataxia-telangiectasia treatments restoring KAP-1 phosphorylation; […] A-T fibroblasts, KAP-1 phosphorylation AlphaLISA; neocarzinostatin DNA damage 30 min before lysis; Potency, µM (top dose mostly 57.5 µM), for inactives: at the top dose activation, hits mostly activators; hit rate 0.19% among 320,000; note: potency is the fitted concentration of half-maximal effect; % of control where 0% means no effect; nearly all actives have a fitted effect of over 45% in size
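hTERT-immortalized A-T patient fibroblasts ([…]), 500 cells/well in OPTI-MEM, 1% FBS, got compounds for 60 min, then NCS for 30 min at 37C. Lysates were then assayed for phospho-KAP-1 by AlphaLISA (anti-pKAP1 donor, anti-KAP1 acceptor beads), 6 hr at 25C.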
Starred values were filed as active, the others as inactive; ? = inconclusive; nt = no result given; [ ] = remark or other dose. Unless noted, calls come from the whole dose curve; as a rule, active = well fitted curve in the direction sought with a large enough effect; inconclusive = small, poorly fitted or top-dose-only effect, or another doubt; inactive = no such curve, though single readings can be large; an effect the other way counts as inactive or inconclusive.

SMILES	MBNL1 CUG block	TSHR antag	TSG101-PTAP inh	S-ASM inh	CXXC DNA block	Integrin act MD	TCR act	Menin MLL FP TR	Mito fusion act	AT treatment
CC(Oc1ccc2c3c(c(=O)oc2c1)CCC3)C(=O)NCC1CCC(C(=O)O)CC1 (centres undefined)	-1%	-7	1%	71%[activator]	-1%	-3%	-2%	?	0%	4%
COc1nc(Cc2ccc(Cl)cc2)nc2ccccc12	nt	-12	-1%	-3%	-1%	2%	-8%	0%	4%	3%
CNc1nc(C)cc(C)c1S(=O)(=O)c1ccc(C)cc1	-4%	16	3%	3%	-3%	9%	7%	nt	2%	5%
O=C(NCC1CCCO1)C1CCN(C(=O)c2ccc(Br)cc2)CC1 (centres undefined)	?	7	0%	0%	-7%	-5%	-2%	-11%	2%	-1%
COc1ccccc1NC(=S)N(C(C)C)C(C)c1ccccn1 (centres undefined)	-3%	2	-2%	3%	5%	12%	-5%	5%	19%	-4%
C/C=C/c1ccc(OC(C)=O)c(OC)c1	4%	16	-10%	6%	1%	22%	7%	4%	-5%	2%
CCCCc1nc2cc(Cl)ccc2o1	-9%	-2	-6%	-1%	-2%	?	-5%	32%[activator]	0%	1%
O=C(Nc1c(C(=O)O)[nH]c2ccccc12)c1cccc(C(F)(F)F)c1	-5%	-10	-6%	12%	-4%	-16%	12%	nt	1%	5%
O=C(NCc1cccc(Cl)c1)NC(=O)c1csc([N+](=O)[O-])c1	-7%	-4	0%	3%	43%[activator]	10%	-9%	nt	1%	5%
Cc1ccc2c(CN3CCCCC3)cc(=O)oc2c1C	9%	22	0%	-2%	40%[activator]	0%	-3%	?	13%	34%
COc1ccc(N/C=C2\CCOC2=O)cc1	-9%	3	-3%	9%	-1%	9%	5%	-1%	-1%	-1%
CC1(C)NC(=O)N(CC(=O)N2CCN(c3cccc(Cl)c3)CC2)C1=O	nt	-23	-8%	2%	nt	11%	-1%	nt	-2%	-7%
Oc1[nH]c2ccccc2c1N=Nc1nncc2ccccc12	?	-4	-2%	-4%	41%[activator]	24%	3%	nt	0%	-6%
Cc1cccc(/C=C2\CS/C(=C\c3cccc(C)c3)C2=O)c1	-3%	-7	-1%	-6%	-6%	-11%	4%	-4%	2%	-3%
O=S(=O)(NCc1csc(-c2ccccc2)n1)c1ccc(Cl)s1	?	-47	0%	-7%	-12%	7%	4%[46.1 µM]	-4%	?	26%
COc1ccc(-n2cnnc2SCC(=O)NCc2cccs2)cc1	-10%	13	-1%	-2%	2%	8%	-2%	-9%	-3%	9%
CCOc1ncccc1C(=O)OCC(=O)c1ccc[nH]1	3%	-9	-2%	-1%	-6%	-18%	-5%	1%	-7%	22%
Cc1ccc(OCC(O)Cn2nc(C)cc2C)cc1 (centres undefined)	3%	-1	-1%	0%	6%	3%	-2%	1%	-4%	-6%
Clc1ccc(CSc2nnc(-c3ccc4c(c3)OCO4)o2)cc1	0%	-22	-1%	-7%	9%	-3%	-7%	-1%	5%	8%
CCOc1ccc(S(=O)(=O)N(C)C)cc1-c1nc2c(C(C)(C)C)nn(C)c2c(=O)[nH]1	4%	-1	-2%	-2%	0%	-5%	3%	0%	-4%	5%
O=C(CN1CCN(CC(=O)c2ccccc2)CC1)c1ccccc1	nt	nt	-4%	-4%	nt	10%	-6%	nt	nt	nt
COc1ccc(OC)c(Nc2nc(-c3ccccc3O)nc3ccccc23)c1	199%[activator]	-17	0%	-7%	1%	?	6%	?	-2%	9%
CCOC(=O)[C@@H]1[C@H]2COc3ccc(Br)cc3[C@H]2N2C(=O)N(c3ccc(C)cc3)C(=O)[C@@]12C	nt	2	-7%	2%	nt	0%	5%	nt	nt	-3%
FC(F)Oc1ccc(NC(=S)NCc2ccccc2)cc1	-2%	5	-1%	0%	6%	4%	9%[46.1 µM]	22%	-3%	-4%
CCOc1ccc2nc(NC(=O)CSc3nnnn3C3CCCCC3)sc2c1	5%	-6	-2%	-24%	9%	14%	-8%	20%	2%	3%
Cn1c(=O)c2c(ncn2CC(=O)OCC(=O)Nc2cc(Cl)ccc2Cl)n(C)c1=O	?	24	-3%	0%	17%	21%	-6%[46.1 µM]	-1%	-3%	nt
CSc1sc(C(=O)N2CCc3ccccc32)cc1S(=O)(=O)C(C)C	7%	5	0%	nt	4%	-20%	-6%	nt	-1%	-6%
O=C(Nc1ccccc1N1CCOCC1)c1ccc2ccccc2n1	7%	-22	-3%	-10%	-2%	16%	4%	1%	?	31%
CCOC(=O)c1ccc(C(=S)N2CCCC2)cc1	1%	-2	-3%	5%	5%	14%	-6%	12%	-8%	-1%
COc1ccc(/C(N)=N/OC(=O)C2CCC(=O)N2S(=O)(=O)c2ccc(C)cc2)cc1 (centres undefined)	4%	-16	-2%	0%	1%	-23%	4%[46.1 µM]	1%	?	4%
O=C1CC2(CCCCC2)Oc2ccccc21	nt	nt	0%	10%	nt	7%	-1%	nt	nt	nt
CCN1CCCC1Cn1cnc2c([nH]c3ccc(OC)cc32)c1=O (centres undefined)	-7%	-3	-2%	13%	-9%	28%	-6%	nt	6%	-8%
CC1(C)Cc2c(C#N)c(OCC(=O)c3ccc(Cl)cc3)nc(-c3ccco3)c2CO1	4%	-11	-4%	-2%	15%	-2%	-6%	-8%	4%	7%
COc1ccc(NS(=O)(=O)c2ccc(-c3ccccn3)s2)cc1	nt	nt	-9%	-12%	nt	?	0%	nt	nt	nt
O=C(OCCCN1CCCC1)C1(c2ccccc2)CCCC1	-12%	-2	-2%	2%	1%	-7%[7.66 µM]	0%	6%	-3%	-3%
O=C(N/N=C/c1ccncc1)/C(=C/c1ccccc1)NC(=O)c1ccccc1	?	-8	-10%	-1%	-1%	3%	nt	-4%	-2%	10%
Cc1cc(=O)n2cccc(O)c2n1	30%	2	-4%	nt	-13%	13%	5%	-1%	0%	-1%
CCOC(=O)NC(=O)CSc1nnc(C2CC2)n1Cc1ccco1	-2%	15	-3%	-1%	2%	15%	2%	2%	-2%	-13%
C[C@]12c3[nH]c4ccc(Cl)cc4c3CCN1C(=O)[C@@H](CC(=O)NCCC1=CCCCC1)C[C@@H]2C(=O)N1CCCCC1	nt	-8	0%	-3%	nt	0%	3%[46.1 µM]	nt	nt	-2%[11.5 µM]
CCc1ccc(C2CC(=O)N(c3cccc(F)c3)C3=C2C(=O)OC3)cc1 (centres undefined)	-5%	-7	0%	-4%	-1%	0%	2%	-3%	-2%	1%
COc1cc(CNCc2ccccn2)ccc1OCC(=O)NC(C)(C)C	?	13	0%	3%	-6%	-16%	0%[46.1 µM]	-17%	1%	-4%
CCOc1ccc(CCNC(=O)c2nnn(CC(=O)Nc3ccc(OC)c(OC)c3)c2N)cc1OCC	-8%	8	0%	-2%	1%	-15%	-14%	-2%	-1%	-6%
COc1ccccc1-n1c(SC)nc(O)cc1=O	10%	1	-2%	1%	23%	4%	0%	1%	-1%	7%
CCC(=O)c1cn([C@@H](CCC(OC)OC)CC(=O)OC(C)(C)C)cc1CC	nt	nt	-5%	4%	nt	-15%	0%	nt	nt	nt
COc1ccc(S(=O)(=O)NC(C)C(=O)NCc2ccncc2)cc1Cl (centres undefined)	?	7	-4%	3%	1%	4%	-19%	13%	1%	-2%
Cc1ccc(N(C(=O)c2csnn2)C(C(=O)NC2CCCCC2)c2ccncc2)c(C)c1 (centres undefined)	-4%	2	2%	-2%	3%	0%	9%	10%	-2%	6%
Cc1cc(C)n(-c2ccc(C)c(Cl)c2)n1	-10%	-7	1%	1%	0%	12%	1%[46.1 µM]	0%	1%	1%
Cn1c(=O)cc(SCC(=O)NCCN2CCN(c3ccccc3F)CC2)c2cc(Cl)ccc21	16%	10	0%	-3%	2%	-24%	-5%	nt	3%	-10%
Cc1ccccc1-c1nc(CS(=O)CC(=O)NCc2ccc3c(c2)OCO3)c(C)o1 (centres undefined)	1%	-10	1%	-2%	6%	2%	-2%	nt	3%	-12%
CCCCOc1ccc(S(=O)(=O)N2CCCCCC2)cc1	-6%	-22	0%	-1%	2%	-51%[inhibitor]	-31%	-11%	7%	9%
Cc1ccc(OCC(=O)NNC(=O)CSC(=S)N2CCCC2)cc1	nt	8	-2%	0%	nt	7%	6%	nt	-5%	1%

Not all compounds are listed; count on the stated rates, not on these rows.
